Screens deposited in PubChem BioAssay by several laboratories.
OX1R antag: blocks the human orexin 1 receptor | O43613 | 330,000 compounds, 0.43% hits | CHO/OX1R cells, Fluo-8 calcium fluorescence, orexin A | inhibition, % at 5 µM;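 active = inhibition above its plate's threshold, mean inhibition of all tested compounds on the plate plus 3 SD, cut at about 37% in these data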;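 note: 0% = orexin A challenge wells and 100% = SB-334867-A antagonist wells; not every result past the cut was called active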
Target sequence (O43613 whole entry, looked up): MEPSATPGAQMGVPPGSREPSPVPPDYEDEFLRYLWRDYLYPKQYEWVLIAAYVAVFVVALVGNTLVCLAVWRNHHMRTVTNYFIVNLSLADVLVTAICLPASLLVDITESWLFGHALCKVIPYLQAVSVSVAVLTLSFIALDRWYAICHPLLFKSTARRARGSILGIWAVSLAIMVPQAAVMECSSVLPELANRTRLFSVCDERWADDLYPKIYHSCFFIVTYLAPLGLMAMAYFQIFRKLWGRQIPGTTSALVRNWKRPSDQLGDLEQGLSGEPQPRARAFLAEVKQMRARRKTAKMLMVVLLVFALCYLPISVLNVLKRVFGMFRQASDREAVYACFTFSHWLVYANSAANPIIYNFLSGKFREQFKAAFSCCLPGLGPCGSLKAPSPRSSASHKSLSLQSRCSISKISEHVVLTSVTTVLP
CHT allo act: allosteric activators of human choline transporter CHT. Q9GZV3. CHT-expressing cells, membrane potential dye, choline EC20; stronger effect = higher value; LV-AA mutant CHT in HEK293 cells. B-score at 10 µM. 310,000 compounds, 0.49% hits. AID 488977;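 active = initial fluorescence not abnormally high and integrated response B-score, plate-corrected, over 3 SD above library mean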
Target sequence (Q9GZV3 whole entry, looked up): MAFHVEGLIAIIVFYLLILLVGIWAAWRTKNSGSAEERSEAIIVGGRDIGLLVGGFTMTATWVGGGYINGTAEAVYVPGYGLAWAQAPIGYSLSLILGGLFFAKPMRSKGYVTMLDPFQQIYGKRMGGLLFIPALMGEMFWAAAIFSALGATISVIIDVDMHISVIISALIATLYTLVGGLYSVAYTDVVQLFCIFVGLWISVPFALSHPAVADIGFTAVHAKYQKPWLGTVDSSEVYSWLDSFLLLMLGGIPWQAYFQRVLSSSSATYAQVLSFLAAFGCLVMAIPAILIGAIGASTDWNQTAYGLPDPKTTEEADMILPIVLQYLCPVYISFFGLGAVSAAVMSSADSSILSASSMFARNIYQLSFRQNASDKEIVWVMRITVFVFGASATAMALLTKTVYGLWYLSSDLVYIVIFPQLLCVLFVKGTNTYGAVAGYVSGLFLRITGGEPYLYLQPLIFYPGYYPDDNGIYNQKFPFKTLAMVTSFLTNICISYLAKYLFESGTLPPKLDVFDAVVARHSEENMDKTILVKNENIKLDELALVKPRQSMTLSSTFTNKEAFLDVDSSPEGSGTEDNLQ
* hit, by the source's call; i = inactive; x = no result given.

SMILES | OX1R antag | CHT allo act
O=C1c2oc3ccccc3c(=O)c2C(c2cccc(Br)c2)N1Cc1ccco1 (stereo unspecified) | -17 | i
COc1ccc(/C(O)=C2/C(=O)C(=O)N(CCCN3CCOCC3)C2c2ccc(N(C)C)cc2)cc1 (stereo unspecified) | -24 | i
Cc1ncsc1CCOC(=O)C12CC3CC(CC(C3)C1)C2 | -13 | i
COC(=O)c1ccccc1NC(=O)c1nc2nc(C)cc(C(F)F)n2n1 | -4 | i
CC(=O)NC(C)C12CC3CC(CC(CC(=O)O)(C3)C1)C2 (stereo unspecified) | -13 | i
O=C(NNS(=O)(=O)c1ccccc1C(F)(F)F)c1cc2ncc(C(F)(F)F)cc2s1 | -30 | i
O=c1oc(-c2cccs2)nc2ccc(Cl)cc12 | 11 | i
Cc1cc2nc(CCN3CCOCC3)n(S(=O)(=O)c3ccc(C(C)(C)C)cc3)c2cc1C | -32 | i
COCCNC(=O)[C@H]1N2C(=O)c3ccccc3C2SC1(C)C (stereo partly specified) | -4 | i
CCOC(=O)[C@@H]1[C@H]2COc3ccc(Br)cc3[C@@H]2N2C(=O)N(c3ccc(OC)cc3)C(=O)[C@]12C | -2 | i
CN1CCN(P(=O)(c2ccccc2)c2nc3ccccc3s2)CC1 (stereo unspecified) | -24 | i
COc1ccc(C(=O)N/C(=C\c2ccccc2)C(=O)Nc2ccccc2C(=O)O)cc1 | -5 | i

Complete entries as entered above.
Cc1cc2nc(CCN3CCOCC3)n(S(=O)(=O)c3ccc(C(C)(C)C)cc3)c2cc1C across the screens: OX1R antag: -32; CHT allo act: i
O=C1c2oc3ccccc3c(=O)c2C(c2cccc(Br)c2)N1Cc1ccco1 (stereo unspecified) across the screens: OX1R antag: -17; CHT allo act: i

The results go on:
SMILES | OX1R antag | CHT allo act
O=C(Nc1cccc(S(=O)(=O)N2CCCC2)c1)c1ccccc1OC(F)F | 3 | i
C#CCOCCOCCOCCNc1nc(N2CCN(C(=O)CCCCCCCCCCNC(=O)[C@@H](CCC(=O)O)n3cc(CCCCCN)nn3)CC2)nc(N2CCN(C(=O)CCCCCCCCCCNC(=O)[C@H]([C@@H](C)CC)n3cc(CCCCCN)nn3)CC2)n1 | -29 | i
COc1ccc(-n2nc(C(=O)NCC(=O)N3CCN(c4ccccn4)CC3)c3ccccc3c2=O)cc1Cl | -17 | i
O=C(NC1=NCCS1)c1ccc(OCC2CCCO2)cc1 (stereo unspecified) | -10 | i
Cc1cc(C)c2[nH]c(=O)c(C(c3nnnn3Cc3ccc4c(c3)OCO4)N3CCC(C)CC3)cc2c1 (stereo unspecified) | -30 | i
O=C(CCCSc1nc2ccccc2[nH]1)Nc1ccccc1 | -10 | i
O=C(Nc1ccc2c(c1)OCCO2)C1CC(O)CN1C(=O)Nc1ccccc1 (stereo unspecified) | -9 | i
Fc1ccc(N2CCN(C(c3cccs3)c3nnnn3C3CCCC3)CC2)cc1 (stereo unspecified) | -11 | i
COc1ccc(CSc2nnc(C)s2)cc1F | 2 | i
Cc1ccc(-c2nc3ccccc3c(=O)n2CCN2CCOCC2)cc1 | -30 | i
CN(C)S(=O)(=O)c1ccc2c(c1)C(=O)c1cc(S(=O)(=O)N(C)C)ccc1CC2 | -6 | x
Cc1c(N=C2Nc3cccc4cccc2c34)c(=O)n(-c2ccccc2)n1C | -18 | i
C/C(=N\NC(=O)c1nn(C)c(C)c1Br)c1cccc(NC(=O)c2ccc(F)cc2)c1 | -24 | i
COc1ccc(Cl)cc1S(=O)(=O)N1CCC(C(=O)NCC2CCCO2)CC1 (stereo unspecified) | -1 | i
CCN(CC)S(=O)(=O)c1ccc(N2CCOCC2)c(NC(=O)c2ccc(OC)c([N+](=O)[O-])c2)c1 | -20 | i
Cc1ccc(NS(=O)(=O)c2ccc(C(=O)NCCCN3CCOCC3)cc2)cc1 | -4 | i
CCCCn1ccnc1C(=O)c1cccc(S(=O)(=O)N2CC(C)CC(C)C2)c1 (stereo unspecified) | -16 | i
CC1(C)CC(NC(=O)C2CCCCC2)CC(C)(C)N1 | x | i
Cc1nnc(SCC(=O)N(CCC#N)c2ccc3c(c2)OCCO3)s1 | 0 | x
COC(=O)c1cc2c(ccn2-c2ccc(F)cc2)n1CC(C)C | -52 | i
CCC(C)(C)NC(=O)C(c1ccc(O)cc1)N(CCOC)C(=O)CCC(=O)Nc1nccs1 (stereo unspecified) | -7 | i
O=C(CNS(=O)(=O)c1ccccc1)Nc1cccc([N+](=O)[O-])c1 | -6 | i
COc1ccc(-c2c[n+]3c(n2-c2c(C)n(C)n(-c4ccccc4)c2=O)CCCCC3)cc1 | -6 | i
COc1ccc(Sc2nc3ccccc3n3c(C(F)(F)F)nnc23)cc1 | -7 | i
Cc1ccc(C(C)NC(=O)c2cc(C)oc2C)cc1 (stereo unspecified) | -15 | i
COc1ccc(C(=O)CSc2nc3ncccc3[nH]2)cc1OC | -13 | i
CCOc1nc(Nc2ccc(OC)c(Cl)c2)nc(N2CCN(c3ccc(OC)cc3)CC2)n1 | -18 | i
CCOC(=O)c1cc(CC)sc1NC(=O)CC1Sc2ccc(C(F)(F)F)cc2NC1=O (stereo unspecified) | -23 | i
COc1ccc(CCNC(=O)C/C(C)=N/NC(=O)c2cnccn2)cc1 | -2 | i
O=C(NNC(=O)c1ccc[nH]1)c1cc(Cl)cc(Cl)c1 | 4 | i
CCCCNC(=O)CNC(=O)c1nn(-c2ccc(OC)c(Cl)c2)c(=O)c2ccccc12 | -20 | i
Nc1ccc(Sc2nc3ccccc3[nH]2)cc1 | -15 | i
N#CC1(NC(=O)COC(=O)c2cc(O)c3ccccc3c2O)CCCCC1 | -14 | i
CCSc1nnc([C@H](Cc2ccccc2)NC(=O)OC(C)(C)C)o1 | -31 | i
OCCC1CN(Cc2ccc3c(c2)CCO3)CCN1Cc1ccc(F)cc1 (stereo unspecified) | -19 | i
O=C(CSc1nnnn1C1CC1)Nc1ccc(S(=O)(=O)N2CCOCC2)cc1 | -7 | x
CCOc1ccccc1N(CC)C(=O)c1ccc2c(=O)n3c(nc2c1)CCCCC3 | -27 | i
Cc1nc2cc(-c3cccc(F)c3)nn2c(C)c1CCC(=O)N1CCN(c2ccccn2)CC1 | -27 | i
C=CCOc1ccc(CNn2nnnc2N)cc1 | -17 | i
Cc1ccc(C(=O)NCC(=O)N2CCN(S(=O)(=O)c3cccs3)CC2)s1 | -3 | i
O=C(COC(=O)c1ccc2ccccc2n1)Nc1cccc(S(=O)(=O)NC2=NCCCCC2)c1 | -30 | i
COc1cc(OC)c(CN2CCCN(C)CC2)cc1Br | -9 | i
COCCCn1c2nc3ccccc3nc2c2c(=O)n(-c3ccccc3OC)c(C)nc21 | -20 | i
CC1Oc2ccccc2N(Cc2ccc(F)cc2)C1=O (stereo unspecified) | -6 | i
NC(=O)c1ccc(N2CCN(S(=O)(=O)c3cccs3)CC2)c([N+](=O)[O-])c1 | 56* | x
Cc1ccc(C(=O)C[n+]2cc(Br)cc(Br)c2)cc1 | -15 | i
CC(C)(C)c1ccc(OCC(=O)N2CCN(c3ccccn3)CC2)cc1 | -18 | x
C/C(=N\NC(=O)CC1N=C(Cc2ccccc2)NNC1=O)c1ccncc1 (stereo unspecified) | -9 | i
O=c1[nH]c(/C=C\c2cccnc2)c([N+](=O)[O-])c(=O)[nH]1 | 1 | i
CN(CC(=O)NC1CCCc2ccccc21)S(=O)(=O)c1ccc2c(c1)c(=O)n(C)c(=O)n2C (stereo unspecified) | -32 | i
CC(=O)N1c2ccc(S(=O)(=O)NCC3CCC(C(=O)N4CCCC(C)C4)CC3)cc2CC1C (stereo unspecified) | -38 | i
NNc1nc2sc3c(c2c(=O)n1Cc1ccccc1)CCC3 | -24 | i
CCOc1ccc(Cl)cc1Nc1nc(NCCO)nc(N2CCCC2)n1 | -19 | i
COc1ccc2nc(N3C(=O)CC(Cc4cc(C)cc(C)c4)C3=O)sc2c1 (stereo unspecified) | -34 | i
COc1ccc(/C=C2\SC(=S)N(CCC(=O)N3CCCCC3CCO)C2=O)cc1 (stereo unspecified) | -21 | i
COc1ccc(CC(=O)Oc2ccc(C(C)(C)C)cc2)cc1S(=O)(=O)N1CCOCC1 | -23 | i
CCC1C(=O)CC(c2ccco2)NC1c1ccco1 (stereo unspecified) | -8 | i
COc1ccc(O)c(/C=N/NC(=O)CCC(=O)Nc2cccc(C)c2)c1 | -24 | i
Cc1ccc(S(=O)(=O)n2cnc3ccccc32)cc1 | 7 | i
O=C(NC(CO)C(O)c1ccc([N+](=O)[O-])cc1)C(Cl)Cl (stereo unspecified) | -8 | i
(listing goes on)
SMILES | OX1R antag | CHT allo act
O=C(Nc1nccs1)c1cc2cc(Cl)ccc2oc1=O | -11 | i
Cn1c(NCc2ccccc2)nc2c1c(=O)n(Cc1ccc(Br)cc1)c(=O)n2C | -32 | i
Cc1nc2ccc(S(=O)(=O)NCC(=O)N3CCN(c4ccccn4)CC3)cc2s1 | -23 | i
CC(=O)c1cc(-c2ccccc2)n(CC(=O)N2CCC(C)CC2)c1C | -18 | i
Oc1ccc(Nc2nc(-c3cccnc3)cs2)cc1 | 1 | i
Cc1c(Cl)cccc1NC(=S)NCCCN(C)C | -5 | i
C[N+]1(C2CCC3CCC2C3O)CCCC1 (stereo unspecified) | -6 | i
COc1ccc(C)cc1NC(=O)CNC(c1ccccc1)c1ccccc1 | -34 | i
CC(=O)c1cc(CN2CCN(Cc3ccc(C)cc3)C(CCO)C2)cs1 (stereo unspecified) | -12 | i
Nc1nc(CSc2nnnn2-c2ccccc2)nc(N2CCCc3ccccc32)n1 | 65* | i
COc1ccc(N2CCN(C(=O)CCCOc3cc(=O)n(C)c4ccccc34)CC2)cc1 | -21 | i
O=C1C=C(c2ccccc2Oc2ccccc2)C[C@@H](c2ccc3c(c2)OCO3)C1 | -13 | x
CC(=O)c1sc(NC(=O)CCCOc2ccccc2C)nc1C | 10 | i
O=c1[nH]c(CSc2ncc(C(F)(F)F)cc2Cl)nc2cc(C(F)(F)F)ccc12 | -4 | i
COc1ccc(Nc2ccnc3ccccc23)cc1 | -2 | 6.6*
CN(C)/C=N/S(=O)(=O)c1ccc(Cl)c(Cl)c1 | 5 | i
Cc1ccc(S(=O)(=O)NNC2CC(=O)N(c3ccc(Br)cc3)C2=O)cc1 (stereo unspecified) | -3 | i
O=C(c1ccc(Cl)cc1)C1CCN(C(=O)c2ccc(F)cc2)CC1 | -9 | i
C#CCOCCOCCOCCNc1nc(N2CCN(C(=O)C([C@@H](C)CC)n3cc(C(N)CC(C)C)nn3)CC2)nc(N2CCN(C(=O)[C@H](CCC(=O)O)n3cc(C(N)CC(C)C)nn3)CC2)n1 (stereo partly specified) | -7 | i
Cc1nc(SCc2nc3ccc(Br)cc3[nH]2)c2oc3ccccc3c2n1 | -19 | x
CNC(=O)c1cc(C(=O)c2ccc(F)cc2C(F)(F)F)c[nH]1 | -17 | i
O=C(COc1ccccc1)Nc1c(C(=O)N2CCC(N3CCCCC3)CC2)oc2ccccc12 | -22 | i
O=C(CCCCCn1c(=S)[nH]c2ccccc2c1=O)N1CCOCC1 | -31 | i
O=C(CCC(=O)N1CCN(c2ccccn2)CC1)Nc1nnc(C(F)(F)F)s1 | -6 | i
Cc1ccccc1C(=O)Nc1ccc(C(=O)N/N=C/c2ccc(O)cc2)cc1 | 11 | i
Cc1ccc(C(=O)NCC(=O)OCCOc2cccc(Cl)c2)cc1 | -6 | i
Cc1ccccc1-n1nnnc1SCC(=O)NC1CC1 | -4 | x
Oc1ccc(NCc2ccccc2OCc2ccccc2F)cc1 | -9 | i
O=C(CSc1nccc(=O)[nH]1)Nc1cccc(S(=O)(=O)N2CCOCC2)c1 | 1 | i
COc1ccccc1C(=O)Nc1nnc(-c2ccco2)s1 | 55* | i
Cc1ccc(S(=O)(=O)NCC(=O)OC(C)C(=O)NC(=O)NC2CCCCC2)cc1C (stereo unspecified) | -8 | x
Cc1cc(N2CCCc3ccccc32)n2ncnc2n1 | -17 | i
Cc1cccc(C)c1OCC(=O)OC/C(O)=C(\C#N)c1nc2ccccc2[nH]1 | -10 | i
Cn1c(=O)[nH]c(=O)c2c1nc(N1CCCCCC1)n2CCN1CCCCCC1 | -26 | i
O=c1ccc(Cl)cn1Cc1ccccc1F | -3 | i

Of the compounds above, these have an NH in an aromatic ring:
SMILES | OX1R antag | CHT allo act
Cc1cc(C)c2[nH]c(=O)c(C(c3nnnn3Cc3ccc4c(c3)OCO4)N3CCC(C)CC3)cc2c1 (stereo unspecified) | -30 | i
O=C(CCCSc1nc2ccccc2[nH]1)Nc1ccccc1 | -10 | i
COc1ccc(C(=O)CSc2nc3ncccc3[nH]2)cc1OC | -13 | i
O=C(NNC(=O)c1ccc[nH]1)c1cc(Cl)cc(Cl)c1 | 4 | i
Nc1ccc(Sc2nc3ccccc3[nH]2)cc1 | -15 | i
O=c1[nH]c(/C=C\c2cccnc2)c([N+](=O)[O-])c(=O)[nH]1 | 1 | i
O=c1[nH]c(CSc2ncc(C(F)(F)F)cc2Cl)nc2cc(C(F)(F)F)ccc12 | -4 | i
Cc1nc(SCc2nc3ccc(Br)cc3[nH]2)c2oc3ccccc3c2n1 | -19 | x
CNC(=O)c1cc(C(=O)c2ccc(F)cc2C(F)(F)F)c[nH]1 | -17 | i
O=C(CCCCCn1c(=S)[nH]c2ccccc2c1=O)N1CCOCC1 | -31 | i
O=C(CSc1nccc(=O)[nH]1)Nc1cccc(S(=O)(=O)N2CCOCC2)c1 | 1 | i
Cc1cccc(C)c1OCC(=O)OC/C(O)=C(\C#N)c1nc2ccccc2[nH]1 | -10 | i
Cn1c(=O)[nH]c(=O)c2c1nc(N1CCCCCC1)n2CCN1CCCCCC1 | -26 | i
